PGC1a acetyl inh: lowers PGC1a acetylation signal in U2OS cells; inhibition, % at 15.6 µM; AlphaScreen anti-acetyl-lysine; with virally co-expressed GCN5 acetyltransferase; AID 651687; hit rate 0.17% among 350,000;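 active = every replicate shows inhibition of at least 40%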;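 also: 0% = neutral control wells and 100% = positive control wells; some results beyond the cut were filed as inactive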
PglD DTNB: blocks C. jejuni PglD acetyltransferase activity. inhibition, % at 12.5 µM. hit rate 0.098% among 360,000. purified PglD enzyme, DTNB colorimetric CoA detection. AID 602405; in the data active = inhibition above about 16%, passing the limit was not always enough; also: strong numbers were not always called active
C2C12 statin: suppression of simvastatin myotoxicity; AID 602340; rescue of ATP level, % at 7.49 µM; hit rate 0.78% among 330,000; C2C12 myotubes + simvastatin, ATP luminescence, 48 h; scaled: DMSO 0, geranylgeraniol control 100;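 active = mean ATP rescue above about 67%, or every replicate alone reaching that limit, limit read from the data, passing the limit was not always enough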;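 also: myotubes were challenged with 10 µM simvastatin during compound exposure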
LGR2 antag: Drosophila LGR2 receptor signaling inhibition; hit rate 0.35% among 380,000; inhibition, % at 9.99 µM; HEK293 LGR2, CRE-luciferase, bursicon-stimulated, 4 h;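 active = drop in luminescence signal, shown as inhibition above about 50% in the replicate tests, limit read from the data, passing the limit was not always enough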;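 also: agonist challenge used bursicon conditioned medium at about half maximal strength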
Cneo AK release: Cryptococcus neoformans lysis via adenylate kinase release; C. neoformans lysis, adenylate kinase release luminescence, 4 h; normalised: neutral wells 0, clomiphene wells 100; lysis activity, % at 15 µM; hit rate 0.2% among 360,000;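 active = mean lysis activity across replicates of at least 80%, whatever share of replicates individually reach that level; inactive = mean lysis activity below 80%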
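Signal: Adenylate kinase release luminescence | Assay system: Log-phase Cryptococcus neoformans yeast cells | Input: Cells at 5 × 10^6 per mL | Buffer or medium: Fresh YPD growth medium | Compound: Single dose | Schedule: Static 4 h at 37 °C with compound, 1 h detection | Controls: Clomiphene | Read-out: Luminescence rise reflecting yeast cell lysis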
PAX8 reporter: inhibitors of PAX8 transcriptional activity in RMG-I cells; inhibition, % at 12.6 µM; hit rate 1.2% among 360,000; RMG-I TPO-luciferase reporter, SteadyGlo, 24 h;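 active = mean replicate inhibition at least 60% with every replicate also reaching 60%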;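 also: luciferase light reporting Pax8 driven TPO promoter activity; plate controls were median of neutral control wells for no effect and mitoxantrone controls for full effect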
GSIS activator: GLuc luminescence reporter in INS-1E cells, primary screen for activators of glucose-dependent secretion of insulin; AID 743287; hit rate 0.61% among 370,000; activation, % at 16.6 µM; INS-1E GLuc reporter insulin secretion, 2-3 h;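 active = lowest replicate activation of at least 40%, so every replicate reaches that level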;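 also: 0% = median of neutral control wells and 100% = median of IBMX positive control wells; some compounds called inactive have numbers as strong as hits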
ARNT TACC3 PPI: disrupts binding between human ARNT and TACC3 | AlphaScreen His-ARNT PAS-B/GST-TACC3 binding, luminescence; TACC3 fragment carries E629A point mutation | hit rate 0.66% among 390,000 | inhibition, % at 9.99 µM | Q9Y6A5;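 active = mean inhibition of replicates at least 50% and at least half of replicates each reaching 50%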;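 also: 0% = complete ARNT plus TACC3 wells and 100% = ARNT alone without TACC3; many hits fall short of the cut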
* = called active by the depositor; · = no result given. Hits appear at their usual frequency (roughly 2.9% active in at least one column).

SMILES | PGC1a acetyl inh | PglD DTNB | C2C12 statin | LGR2 antag | Cneo AK release | PAX8 reporter | GSIS activator | ARNT TACC3 PPI
COc1ccc(CN2C[C@@H](C)[C@H](OC)CN(C)C(=O)c3cc(NC(=O)c4nc5ccccc5s4)ccc3OC[C@H]2C)cc1 | -2 | 0 | -1 | -2 | 0 | -8 | -6 | 26
Cc1cc(C)nc(NS(=O)(=O)c2ccc(N/C=C/C(=O)c3ccc(Cl)c(Cl)c3)cc2)n1 | -4 | 10 | · | -2 | 2 | 9 | 63* | -5
CC(C)Cc1cc(C(=O)NCCN2CCOCC2)no1 | -1 | -4 | 4 | -11 | 0 | 11 | 12 | -7
CO[C@@H](CN(C)Cc1cc(F)ccc1F)[C@H](C)CN([C@@H](C)CO)S(=O)(=O)c1ccc(Cl)cc1 | -1 | 2 | -5 | 4 | 13 | · | -13 | -6
O=C(NC1CC1)c1ccc2c(c1)C1C3CCC(C3)C1C(c1ccccc1)N2 (stereo not drawn) | · | · | · | 36 | · | 115* | -20 | -16
CC(Sc1nc(N)c(NC(=O)c2ccc(Br)o2)c(=O)[nH]1)C(=O)O (stereo not drawn) | 5 | -3 | 0 | -7 | 1 | · | -2 | -1
CC(=O)Oc1ccccc1C1=NN(C(C)=O)C(c2ccccc2)C1 (stereo not drawn) | 4 | · | · | 0 | · | 1 | 9 | -5
O=C(Nc1ncccn1)c1ccc(C(F)(F)F)cc1 | · | · | · | 4 | · | -12 | -2 | -3
Cc1cc(C)cc(C(O)c2ncc(-c3cccc(F)c3)[nH]2)c1 (stereo not drawn) | 4 | 1 | 9 | -43 | -1 | 9 | -8 | ·
CN1C[C@@H]2[C@@H]3C(=O)N(Cc4ccccc4)C(=O)[C@@H]3[C@](C)(C1=O)N2C(=O)c1ccc(C(C)(C)C)cc1 | · | -1 | 8 | 14 | 5 | -5 | -20 | -2
CCCN(C)C[C@H]1Oc2ncc(C#CC3(O)CCCC3)cc2C(=O)N([C@@H](C)CO)C[C@H]1C | -6 | -1 | -1 | 8 | -5 | · | 2 | -3
CC(C)CN1CCC(CN2CCNC(=O)C2=O)CC1 | 9 | 3 | 4 | -9 | -2 | -3 | 13 | -4
Cc1cc(/C=C2\SC(=Nc3ccccc3)NC2=O)c(C)n1-c1ccc(S(N)(=O)=O)cc1 | 7 | 4 | · | · | 2 | · | · | -3
N#CC(C(=O)NCc1ccco1)c1nc2ccccc2nc1N1CCOCC1 (stereo not drawn) | · | 0 | -3 | 16 | 3 | · | 20 | 10
Cc1ccc(C(=O)N2CCN(Cc3ccc4c(c3)OCO4)CC2)cc1[N+](=O)[O-] | -1 | · | 12 | -12 | · | 19 | -14 | 1
CCCCn1c(SCC(=O)Nc2ccc(C)c(S(=O)(=O)N3CCOCC3)c2)nnc1C(CC)N(C)C (stereo not drawn) | · | -2 | 6 | 1 | -1 | 5 | -10 | -5
C/C(=N\NC(=O)c1nnn(-c2nonc2N)c1CN1CCCCCC1)c1ccc(Br)cc1 | · | -1 | 28 | -12 | 2 | -6 | -6 | 8
Cc1cccc2c(CC(=O)Nc3ccccc3)noc12 | 0 | 1 | · | -5 | 2 | 64* | 5 | -6
CC(C)NC(=O)N(C)C[C@H]1Oc2c(NC(=O)c3cnccn3)cccc2C(=O)N([C@H](C)CO)C[C@@H]1C | 1 | -6 | -9 | 2 | -1 | 3 | 2 | -2
OC[C@H]1[C@@H](c2ccc(-c3ccccc3)cc2)[C@H]2CN(Cc3cncnc3)CCCCN21 | 3 | -2 | · | -5 | 1 | -13 | 1 | 0
C[C@@H]1CN([C@@H](C)CO)C(=O)c2cc(-c3cncnc3)cnc2O[C@@H]1CN(C)C(=O)Cc1ccccn1 | 8 | -1 | 0 | -5 | 15 | · | 6 | -2
COc1ccc(CC(=O)OCC(=O)Nc2ncc(Cl)cc2Cl)cc1 | -5 | 5 | · | · | -1 | · | · | -3
C=CCn1c(SCC(=O)Nc2cc(C)on2)nnc1-c1ccccc1F | 6 | 4 | -4 | 6 | 1 | -17 | · | 1
CCC1SC2=NC(C)=C(C(=O)OCCOC)C(c3ccc(C(=O)OC)cc3)N2C1=O (stereo not drawn) | 7 | -1 | -8 | · | -1 | · | · | 1
CCN(CC)S(=O)(=O)c1ccc(N/N=C/c2cccnc2)nc1 | -5 | 1 | · | 16 | 0 | 11 | 5 | -5
CCN(CC)S(=O)(=O)c1cc(NC(=O)COC(=O)Cn2cnc3ccccc32)ccc1C | · | · | · | -6 | · | -22 | -5 | -7
CC1CCC(NC(=O)C2c3ccccc3C(=O)N2CCCN2CCOCC2)CC1 (stereo not drawn) | -8 | 2 | 26 | · | 0 | 1 | · | 11
C=CCN1C(=O)C(O)(CC(=O)c2ccccn2)c2ccccc21 (stereo not drawn) | 1 | · | · | -26 | · | 5 | 1 | -4
C/C(=N\NC(=O)c1cc(C)oc1C)c1ccc(N2CCOCC2)cc1 | 1 | · | · | 4 | · | -16 | 2 | -2
COC(=O)[C@@H]1[C@@H](CO)[C@@H]2Cn3c(ccc(C4=CCCCC4)c3=O)[C@@H]2N1Cc1ccc2c(c1)OCO2 | · | 3 | 9 | -9 | 10 | -4 | -3 | 16
Cc1ccc2nc(-c3ccc(NC(=O)CCS(=O)(=O)c4ccccc4)cc3)sc2c1 | · | · | · | -57 | · | 38 | 5 | 3
C[C@H]1CCCCO[C@H](CN(C)C(=O)CCC(F)(F)F)[C@@H](C)CN([C@@H](C)CO)C(=O)c2cc(NS(=O)(=O)c3ccc(Cl)cc3)ccc2O1 | 9 | 0 | · | -12 | 0 | 37 | -16 | -2
Cc1nnc(NC(=O)CSc2nnc(-c3ccoc3C)n2CC(C)C)s1 | -2 | -7 | -1 | · | 5 | 2 | · | -25
Brc1cccc(OCCN2CCOCC2)c1 | -8 | 2 | -2 | 4 | -1 | 0 | 0 | 4
NC(=O)c1ncn([C@@H]2O[C@H](CNCc3c(OCc4ccccc4F)ccc4ccccc34)[C@@H](O)[C@H]2O)n1 | 12 | -6 | 7 | -1 | 1 | -16 | 2 | -7
C=CCC1(N(C(C)=O)c2ccccc2)CCCCC1 | 3 | · | 2 | -8 | · | -29 | 5 | 4
Cc1ccc2cccc(SCC(=O)NCC#N)c2n1 | · | · | · | 1 | · | -3 | 0 | 19
O=C(CSc1nc2ccccc2[nH]1)c1ccc2c(c1)OCO2 | -1 | 1 | -5 | · | -1 | -140 | · | 1
CCOc1ccccc1NC(=O)C(C)SCc1ccccc1 (stereo not drawn) | -28 | -2 | 5 | 5 | 0 | 36 | -1 | -7
C[C@@H]1CCCCO[C@H](CN(C)C(=O)CCC(F)(F)F)[C@@H](C)CN([C@H](C)CO)C(=O)c2cc(NS(=O)(=O)c3cn(C)cn3)ccc2O1 | -8 | 4 | · | 11 | 1 | -10 | -1 | -11
CCC(=O)N[C@H]1C=C[C@@H](CC(=O)NCc2cc(F)cc(F)c2)O[C@@H]1CO | 0 | 2 | -6 | 0 | -1 | -3 | 5 | -6
O=C(N/N=C/c1ccc(OCc2ccccc2)cc1)c1cc[n+](Cc2ccccc2)cc1 | · | -4 | · | -52 | -1 | -146 | 20 | -6
COCCNC(=O)C[C@@H]1C[C@H]2c3cc(NC(=O)Cc4ccncc4)ccc3O[C@H]2[C@@H](CO)O1 | 17 | 6 | -4 | -11 | -6 | -3 | 20 | 1
CC(=O)NCc1nc2ccccc2n1Cc1ccccc1F | 5 | 0 | 45 | · | 2 | -18 | · | 6
CCCC#Cc1ccc([C@@H]2[C@H](C#N)N(C(=O)C3CCCC3)[C@H]2CO)cc1 | -9 | 4 | -29 | 18 | 3 | 20 | 4 | 8
CC1CCCCC1N=C1NC(C)(C)CS1 (stereo not drawn) | -1 | · | · | 1 | · | -22 | 1 | 5
O=C(Cc1ccccc1)N1C[C@@H]2[C@H](c3ccccc31)[C@H](CO)N2C(=O)C1CCCC1 | 9 | -1 | -3 | 3 | 0 | -16 | -6 | 2
CC(C)(C)OC(=O)C[C@H]1C/C=C\C[C@@H](CC(=O)N[C@H](CO)Cc2ccccc2)C(=O)NCCOC1=O | -11 | -2 | 9 | -4 | 3 | 14 | 5 | 2

Screens: PubChem, Broad Institute
